High-throughput results from PubChem.
BAZ2B block = blocks human BAZ2B | Potency, µM (top dose mostly 114 µM), without a hit: at the top dose activity change, negative = inhibition, usual class: inhibitors | Q9UIF8 | AlphaScreen BAZ2B-H3K14Ac peptide displacement | 360,000 tested, 4.4% active; further: potency means the concentration at half of the fitted maximal effect; on the % scale 0 is the no-effect control and ±100 the full control effect; nearly all actives have a fitted effect of over 60% in size
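Protein-peptide AlphaScreen: BAZ2B 50 nM, b-H3K14Ac 50 nM, 1x PBS pH 7.4 + 0.01% Tween-20. Preincubation 30 min RT; cpd 30 min RT (top 110 uM); beads 20 min RT, light-protected.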
JMJD2A Tudor inh = inhibitors of human JMJD2A Tudor domain. O75164. AlphaScreen JMJD2A-Tudor / H3K4me3 peptide binding. Potency, µM (titrated, usually from 114 µM), for the others: at the top dose activity change, negative = inhibition, hits mostly inhibitors. 390,000 tested, 4.4% active. AID 504339; further: potency means the concentration at half of the fitted maximal effect; on the % scale 0 is the no-effect control and ±100 the full control effect; nearly all actives have a fitted effect of over 50% in size
G9a inh = inhibitors of human histone lysine methyltransferase G9a; 350,000 tested, 8.8% active; Q96KQ7; G9a H3K9 monomethylation, AlphaScreen, 2 h; Potency, µM (titrated, usually from 102 µM), inactives show at the top dose activity, negative = inhibition, actives largely listed as inhibitors; further: potency means the concentration at half of the fitted maximal effect; on the % scale 0 is the no-effect control and ±100 the full control effect; nearly all actives have a fitted effect of over 75% in size
Target sequence (Q96KQ7 913-1193 limits assumed): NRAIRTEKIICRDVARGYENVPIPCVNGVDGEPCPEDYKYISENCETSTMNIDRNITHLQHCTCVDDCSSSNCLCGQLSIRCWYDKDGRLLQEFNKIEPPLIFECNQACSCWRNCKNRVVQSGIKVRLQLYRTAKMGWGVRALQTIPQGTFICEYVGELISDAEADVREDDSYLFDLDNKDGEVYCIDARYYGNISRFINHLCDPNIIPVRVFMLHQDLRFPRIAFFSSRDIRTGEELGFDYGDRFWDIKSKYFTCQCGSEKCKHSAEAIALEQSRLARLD
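G9a (20 nM) was preincubated 15 min with compound, then reacted 2 h at room temperature with 500 nM biotin-H3K9 peptide and 20 µM SAM. Monomethyl-H3K9 detected by AlphaScreen using anti-H3K9me1 antibody.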
ERG Ets-DNA blk = ERG Ets/DNA interaction inhibition | fluorescence polarization, His-ERG Ets domain / labelled DNA | Potency, µM (highest dose often 76.9 µM), inactives show top-dose FP activity, negative = inhibition, actives largely listed as inhibitors | 370,000 tested, 0.028% active | AID 624246; active means well fitted inhibition curve with a large enough effect in the polarisation, with a control signal flat; inconclusive means small, poorly fitted or top-dose-only effect, or effect the other way, or a change in a side signal; inactive means no such curve, though single readings can be large or run the other way; the % refers to the polarisation;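 further: polarization taken with two DNA probes labelled with fluorescein and Texas red; potency means the concentration at half of the fitted maximal effect; % of control where 0% means no effect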
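His-tagged ERG Ets domain (1 uM in the protein solution; 300mM KCl, 50mM Tris-HCl, 1mM EDTA, 1mM DTT, pH 7.5) received compound, then a probe mix of 5 nM fluorescein-DNA and 100nM Texas-615-DNA. Fluorescence polarization was read for both dyes.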
HP1b chromo inh = HP1-beta chromodomain-methylated histone interaction inhibition. AlphaScreen HP1-beta / biotin-H3K9me3 peptide binding. P83916. AID 540317. Potency, µM (top dose mostly 114 µM), inactives show at the top dose activity change, negative = inhibition, usual class: inhibitors. 390,000 tested, 0.56% active; further: potency means the concentration at half of the fitted maximal effect; nearly all actives have a fitted effect of over 70% in size; inactives centre near 23
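AlphaScreen: HP1-beta (50 nM) preformed 30 min with biotin-H3(1-18)K9me3 peptide (50 nM) in PBS pH 7.4, 0.01% Tween-20. Compound added for 30 min at RT, then streptavidin donor/nickel chelate acceptor beads (10 ug/mL) for 30 min.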
ALOX12 inh = blocks human arachidonate 12S-lipoxygenase | P18054 | purified 12hLO, xylenol orange hydroperoxide absorbance | Potency, µM (series often up to 108 µM), without a hit: at the highest dose activity change, negative = inhibition, hits mostly inhibitors | 580,000 tested, 1.1% active | AID 1671190; further: potency means the concentration at half of the fitted maximal effect; on the % scale 0 is the no-effect control and ±100 the full control effect
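Hydroperoxide product was detected by ferrous iron/xylenol orange as the 573 to 405 nm absorbance ratio. Arachidonic acid at 40 uM (final) was turned over for 30 min at room temperature by 150 nM human 12hLO, pH 7.0 Hepes buffer, after 15 min compound preincubation.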
GLS inhibitor = blocks human kidney-isoform glutaminase activity; O94925; GLS enzymatic activity, qHTS titration; Potency, µM (titrated, usually from 45.5 µM), inactives show at the highest dose activity change, negative = inhibition, most hits filed as inhibitors; 410,000 tested, 0.21% active; further: potency means the concentration at half of the fitted maximal effect; on the % scale 0 is the no-effect control and ±100 the full control effect
Target sequence (O94925 whole entry, looked up, canonical isoform): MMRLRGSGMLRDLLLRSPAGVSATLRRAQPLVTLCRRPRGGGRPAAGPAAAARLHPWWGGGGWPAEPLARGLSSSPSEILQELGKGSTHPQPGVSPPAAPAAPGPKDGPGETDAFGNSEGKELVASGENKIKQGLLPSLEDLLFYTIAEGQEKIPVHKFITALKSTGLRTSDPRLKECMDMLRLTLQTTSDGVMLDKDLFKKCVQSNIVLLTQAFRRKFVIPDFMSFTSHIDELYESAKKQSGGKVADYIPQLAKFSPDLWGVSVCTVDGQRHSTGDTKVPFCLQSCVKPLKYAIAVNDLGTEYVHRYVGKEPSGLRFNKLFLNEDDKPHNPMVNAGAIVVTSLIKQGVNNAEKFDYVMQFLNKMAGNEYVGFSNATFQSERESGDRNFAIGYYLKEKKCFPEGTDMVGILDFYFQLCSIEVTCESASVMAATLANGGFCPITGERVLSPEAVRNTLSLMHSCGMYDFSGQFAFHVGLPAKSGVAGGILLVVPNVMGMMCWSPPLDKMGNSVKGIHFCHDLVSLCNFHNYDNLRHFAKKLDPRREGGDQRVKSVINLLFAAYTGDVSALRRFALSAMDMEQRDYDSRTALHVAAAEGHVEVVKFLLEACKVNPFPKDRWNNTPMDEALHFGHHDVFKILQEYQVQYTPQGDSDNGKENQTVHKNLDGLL
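hKGA in 45 mM KH2PO4 (pH 8.2), 0.02% Tween-20 with compound, then 1mM L-Glutamine (stock as added) plus glutamate oxidase/HRP/Amplex red coupling mix. Fluorescence read initially and after 30 min at RT; signal change reflects glutamate formation.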
RGS4 inh = inhibitors of human regulator of G protein signaling 4 | Transcreener GDP fluorescence polarization, RGS4-accelerated GTP hydrolysis | Potency, µM (top dose mostly 114 µM), for inactives: at the highest dose activity change, negative = inhibition, actives largely listed as inhibitors | 390,000 tested, 0.039% active; further: potency means the concentration at half of the fitted maximal effect; on the % scale 0 is the no-effect control and ±100 the full control effect; nearly all actives have a fitted effect of over 75% in size; some results filed as inactive show a strong effect at the top dose
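MLSMR compounds (23 nl, pin-transferred) preincubated 10 min at room temperature with a 500nM (2x) first reagent, then RGS4 at 900nM (2x) plus Transcreener GDP mix added; fluorescence polarization (620/688 nm) read before and after 90 min at 30 °C.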
PI4K2A block = PI4K2A (human) kinase inhibition | activity change, negative = inhibition, % at 76.9 µM | AID 1346378 | 420,000 tested, 0.13% active | Q9BTU6 | purified PI4K2A, ADP-Glo luminescence, 1 h; active compounds read low; in the data active means activity change below about -50%; inconclusive means mostly about -30% to -49%;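 further: -100% = wells without enzyme as full effect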
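ADP-Glo luminescence measured ADP generated by PI4K2A enzyme (4 ug/mL before mixing) with 1.2 mM PI substrate (pre-mix) and 300 microM ATP (pre-mix). Tris pH7.5 buffer with MgCl2, Triton X-100; 1 h reaction at ambient temperature.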
An asterisk follows results filed as active; u = inconclusive; x = not tested or not shown; [ ] = remark or other dose. Unless noted, the call rests on the fitted dose curve; in most records, active means well fitted curve in the direction sought with a large enough effect; inconclusive means small, poorly fitted or top-dose-only effect, or another doubt; inactive means no such curve, though single readings can be large; an effect the other way counts as inactive or inconclusive. Some of the compounds tested (hit frequency here may not be typical).

| nr | SMILES | BAZ2B block | JMJD2A Tudor inh | G9a inh | ERG Ets-DNA blk | HP1b chromo inh |
| --- | --- | --- | --- | --- | --- | --- |
| 1 | COc1ccc2cc(CNc3ccccc3)c(=O)n(CC(=O)Nc3ccc(C)cc3C)c2c1 | -31.3% | -10.3% | -1.5%[59 µM] | 1.4% | 24.3% |
| 2 | O=[N+]([O-])c1ccc(CN2CCN(c3ccc4ccccc4n3)CC2)cc1 | u | -22.0% | -40.4% | -1.2% | 22.0% |
| 3 | Cc1cc(C)cc(NC(=O)CCc2c(C)nn(-c3ccc(N4CCCCC4)nn3)c2C)c1 | -34.5% | -28.7% | 24.7%[59 µM] | -5.0% | 31.5% |
| 4 | COc1ccc(OC)c(NC(=O)CCN2CCN(C)CC2)c1 | -5.0% | -5.9% | u | -15.9% | 38.1% |
| 5 | CC(C)(C)c1cc(N2CCOCC2)n2ncc(-c3ccc(Cl)cc3)c2n1 | 18.8% | 29.5% | 48.5%[activator] | -1.8% | 91.8%[activator] |
| 6 | Cc1cc(SCC(=O)N/N=C/c2ccccc2C(=O)O)c(C)cc1Br | -3.0% | -2.8% | u | 2.0% | 20.5% |
| 7 | COc1ccc(N(CC(=O)NC2CCCCC2)C(=O)CCCC(=O)Nc2ccccn2)cc1 | -18.4% | -12.0% | 26.2% | 4.6% | -2.9% |
| 8 | Cc1ccc(CN(Cc2ccco2)C(=O)c2ccccc2Cl)o1 | u | -34.9% | -27.1%[59 µM] | -8.3% | 9.9% |
| 9 | CCOc1ccc(CCNC(=O)c2cc3c(=O)[nH]c4ccc(C)cc4c3s2)cc1OCC | -17.2% | -20.9% | 2.6%[59 µM] | 0.8% | 19.8% |
| 10 | CCN(C(=O)COC(=O)c1ccc2[nH]c3c(c2c1)CCCC3)C1CCS(=O)(=O)C1 (configuration not stated) | u | -35.3% | 50.1µM* | -6.6% | -27.7% |
| 11 | CCOc1ccc(NC(=O)C(CC)n2c(=O)c(-c3ccccc3NC(C)=O)nc3ccccc32)cc1 (configuration not stated) | -26.5% | -19.2% | -30.2%[59 µM] | 2.7% | -15.0% |
| 12 | CC(C)n1c(O)c(/C=C2\C=NN=C2c2ccccc2)sc1=S | -12.5% | -33.5% | u | -0.1% | -8.9% |

| nr | ALOX12 inh | GLS inhibitor | RGS4 inh | PI4K2A block |
| --- | --- | --- | --- | --- |
| 1 | 5.7% | 0.4% | 5.5% | -0.5 |
| 2 | 50.1µM* | 4.8% | 18.1% | -6.9 |
| 3 | 10.1% | 9.4% | 20.0% | 4.5 |
| 4 | u | -4.4% | -18.1% | -6.2 |
| 5 | 104.3%[activator] | -8.3% | -18.8%[56.9 µM] | -2.7 |
| 6 | 0.8% | 2.2% | 30.0% | -1.6 |
| 7 | 15.1% | 7.1% | 2.6% | 9.1 |
| 8 | -20.4% | -4.5% | -6.6% | 0.9 |
| 9 | -8.7% | -8.7% | -3.8% | 0.7 |
| 10 | 11.2% | 1.5% | -2.5% | 2.9 |
| 11 | u | -7.5% | 17.1% | -0.1 |
| 12 | 0.0% | 4.1% | -12.9% | -4.3 |

Overlap with the part before: two entries, followed by the next part.
| nr | SMILES | BAZ2B block | JMJD2A Tudor inh | G9a inh | ERG Ets-DNA blk | HP1b chromo inh |
| --- | --- | --- | --- | --- | --- | --- |
| 11 | CCOc1ccc(NC(=O)C(CC)n2c(=O)c(-c3ccccc3NC(C)=O)nc3ccccc32)cc1 (configuration not stated) | -26.5% | -19.2% | -30.2%[59 µM] | 2.7% | -15.0% |
| 12 | CC(C)n1c(O)c(/C=C2\C=NN=C2c2ccccc2)sc1=S | -12.5% | -33.5% | u | -0.1% | -8.9% |
| 13 | CC(C)Oc1ccc(C(=O)NCc2cccs2)cc1 | 1.6% | -8.2% | 4.6% | -10.9% | 10.3% |
| 14 | CC1=NN2C(=N)/C(=C\c3cc(C)n(-c4cccc(C)c4)c3C)C(=O)N=C2S1 | -2.4% | -12.6% | -8.5% | 11.2% | 27.0% |
| 15 | COc1ccc(Br)cc1/C=C/C(=O)Nc1ccc2ccccc2c1 | 6.9% | -8.2% | 13.9%[59 µM] | -1.6% | 34.0% |
| 16 | CN(CCOCCOc1ccc2ccccc2c1)Cc1ccccc1 | -15.3% | -17.5% | 3.5%[59 µM] | 6.4% | 73.7%[activator] |
| 17 | O=C(c1cccc(Br)c1)N1CCN(S(=O)(=O)N2CCCCCC2)CC1 | 1.2% | -0.7% | x | 5.7% | 17.9% |
| 18 | CC(=O)OCC(OC(C)=O)C(OC(C)=O)C(OC(C)=O)C(=O)Nc1ccccc1 (configuration not stated) | -13.2% | -12.4% | x | -0.6% | 34.7%[activator] |
| 19 | CC1(C)SC2c3ccccc3C(=O)N2C1C(=O)O (configuration not stated) | x | -6.2% | x | -8.7% | 16.6% |
| 20 | O=C(NC1(C(F)(F)F)N=C(c2ccccc2)NC1=O)c1ccccc1F (configuration not stated) | 10.7% | -6.2% | -11.3%[59 µM] | -7.5% | 37.3%[activator] |
| 21 | O=C(COc1ccc(S(=O)(=O)N2CCOCC2)cc1Cl)NC1CC1 | -10.2% | -27.4% | 11.7% | -13.4% | 23.6% |
| 22 | COc1cccc(CNC(=O)C2CCN(S(=O)(=O)c3c(C)noc3/C=C/c3cccs3)CC2)c1 | x | -13.7% | 9.7%[59 µM] | 7.3% | 21.7% |

| nr | ALOX12 inh | GLS inhibitor | RGS4 inh | PI4K2A block |
| --- | --- | --- | --- | --- |
| 11 | u | -7.5% | 17.1% | -0.1 |
| 12 | 0.0% | 4.1% | -12.9% | -4.3 |
| 13 | 0.0% | -13.2% | -3.7% | 0.9 |
| 14 | 167.4%[activator] | -15.7% | -19.2% | -3.8 |
| 15 | -7.8% | -4.6% | -12.7% | -1.8 |
| 16 | 7.3% | -1.2% | -30.2% | -1.8 |
| 17 | -0.9% | 6.7% | 27.7% | -0.3 |
| 18 | 17.6% | 0.4% | -6.0% | 1.8 |
| 19 | u | 1.9% | 2.5% | 7.6 |
| 20 | -4.3% | 0.0% | -4.2% | -5.5 |
| 21 | u | -6.1% | -24.6% | 3.4 |
| 22 | -13.3% | -9.9% | 8.0% | 9.2 |

Printed as active in ALOX12 inh, among the entries above:
| nr | SMILES | BAZ2B block | JMJD2A Tudor inh | G9a inh | ERG Ets-DNA blk | HP1b chromo inh |
| --- | --- | --- | --- | --- | --- | --- |
| 2 | O=[N+]([O-])c1ccc(CN2CCN(c3ccc4ccccc4n3)CC2)cc1 | u | -22.0% | -40.4% | -1.2% | 22.0% |

| nr | ALOX12 inh | GLS inhibitor | RGS4 inh | PI4K2A block |
| --- | --- | --- | --- | --- |
| 2 | 50.1µM* | 4.8% | 18.1% | -6.9 |

Molecules listed so far containing an aryl methoxy group (5):
| nr | SMILES | BAZ2B block | JMJD2A Tudor inh | G9a inh | ERG Ets-DNA blk | HP1b chromo inh |
| --- | --- | --- | --- | --- | --- | --- |
| 1 | COc1ccc2cc(CNc3ccccc3)c(=O)n(CC(=O)Nc3ccc(C)cc3C)c2c1 | -31.3% | -10.3% | -1.5%[59 µM] | 1.4% | 24.3% |
| 4 | COc1ccc(OC)c(NC(=O)CCN2CCN(C)CC2)c1 | -5.0% | -5.9% | u | -15.9% | 38.1% |
| 7 | COc1ccc(N(CC(=O)NC2CCCCC2)C(=O)CCCC(=O)Nc2ccccn2)cc1 | -18.4% | -12.0% | 26.2% | 4.6% | -2.9% |
| 15 | COc1ccc(Br)cc1/C=C/C(=O)Nc1ccc2ccccc2c1 | 6.9% | -8.2% | 13.9%[59 µM] | -1.6% | 34.0% |
| 22 | COc1cccc(CNC(=O)C2CCN(S(=O)(=O)c3c(C)noc3/C=C/c3cccs3)CC2)c1 | x | -13.7% | 9.7%[59 µM] | 7.3% | 21.7% |

| nr | ALOX12 inh | GLS inhibitor | RGS4 inh | PI4K2A block |
| --- | --- | --- | --- | --- |
| 1 | 5.7% | 0.4% | 5.5% | -0.5 |
| 4 | u | -4.4% | -18.1% | -6.2 |
| 7 | 15.1% | 7.1% | 2.6% | 9.1 |
| 15 | -7.8% | -4.6% | -12.7% | -1.8 |
| 22 | -13.3% | -9.9% | 8.0% | 9.2 |
